ABCB6 inh MLPCN = inhibitors of human ABC transporter ABCB6 | Q9NP58 | K562-ABCB6 porphyrin accumulation, flow cytometry, 1 h; stronger effect = lower value | fluorescence ratio to DMSO, % at 10 µM | 360,000 tested, 0.19% active | AID 602162;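 active means fluorescence ratio to DMSO below 75%, the collection mean minus 3 SD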;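 further: signal is porphyrin accumulated inside mitochondria; 100% equals median channel fluorescence of DMSO control wells; lower ratio means ABCB6 inhibition with less porphyrin fluorescence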
Target sequence (Q9NP58 whole entry, looked up): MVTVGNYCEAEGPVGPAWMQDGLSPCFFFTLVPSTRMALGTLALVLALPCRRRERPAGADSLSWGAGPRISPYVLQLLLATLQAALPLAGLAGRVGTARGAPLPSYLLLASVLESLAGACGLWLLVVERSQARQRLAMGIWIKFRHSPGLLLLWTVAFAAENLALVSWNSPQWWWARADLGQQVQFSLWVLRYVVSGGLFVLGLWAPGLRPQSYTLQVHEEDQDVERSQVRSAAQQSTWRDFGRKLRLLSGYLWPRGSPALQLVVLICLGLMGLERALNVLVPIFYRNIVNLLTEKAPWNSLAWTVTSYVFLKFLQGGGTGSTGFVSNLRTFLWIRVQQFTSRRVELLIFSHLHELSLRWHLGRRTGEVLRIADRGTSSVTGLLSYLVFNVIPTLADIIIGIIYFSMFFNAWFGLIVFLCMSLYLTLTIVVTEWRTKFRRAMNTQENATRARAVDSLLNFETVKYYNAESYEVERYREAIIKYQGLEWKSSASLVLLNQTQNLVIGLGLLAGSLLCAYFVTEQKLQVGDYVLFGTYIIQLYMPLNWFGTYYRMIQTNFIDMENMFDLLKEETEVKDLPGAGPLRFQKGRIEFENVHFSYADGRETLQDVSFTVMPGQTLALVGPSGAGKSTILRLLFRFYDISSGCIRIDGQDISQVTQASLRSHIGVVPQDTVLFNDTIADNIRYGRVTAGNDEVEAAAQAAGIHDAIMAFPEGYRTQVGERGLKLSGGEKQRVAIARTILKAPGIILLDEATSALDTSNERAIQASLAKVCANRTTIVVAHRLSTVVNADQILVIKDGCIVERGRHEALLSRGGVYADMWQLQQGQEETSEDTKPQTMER
PDI inh = inhibitors of human protein disulfide isomerase; P07237; PDI insulin aggregation turbidity, A650, 90 min; inhibition, % at 10 µM; 350,000 tested, 0.052% active;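 active means mean inhibition across replicates of 30% or more, whatever share of single replicates reach that level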;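 further: absorbance from insulin aggregation driven by PDI reduction with DTT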
m5-HT2A agonist = mouse HTR2A agonism via beta-arrestin recruitment | P35363 | activation, % at 7.6 µM | CHO-K1 mHTR2A beta-arrestin complementation, luminescence; percent of 30 µM serotonin response | 360,000 tested, 0.66% active;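 active means activation above a run cutoff, the mean activation of all tested compounds plus 3 SD, cut at about 14% in these data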;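 further: 0% = plate median of compound wells and 100% = 30 µM serotonin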
MC4R barr agon = human MC4R agonism via beta-arrestin. AID 540308. activation, % at 8.9 µM. U2OS MC4R beta-arrestin complementation, luminescence; percent of melanotan II response, DMSO zero. 360,000 tested, 0.98% active. P32245;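 active means activation above a per-plate cutoff, the mean activation of sample wells on that plate plus 3 SD, cut at about 8% in these data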
aDG glyco act = alpha-DG glycosylation activation; Pro5-aDG cells, alpha-DG glycosylation AlphaScreen (IIH6); 0% Pro5, 100% B10-LARGE cell signal; activation, % at 10 µM; 360,000 tested, 0.22% active; AID 624168;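 active means activation of at least 8% versus controls, or a plate z-score of at least 8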;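 further: Pro5 are CHO cells carrying HIG-tagged alpha-DG that lacks glycosylation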
Vif imaging = inhibitors of HIV Vif; HEK293T cells, Vif self-association by quenched fluorescence, imaging, 24 h; inhibition, % at 7.49 µM; AID 602346; 340,000 tested, 0.35% active; in the data active means inhibition above about 50%, passing the limit was not always enough; further: some results filed as inactive read as strong as hits
Cardio protect = protects H9c2 cardiomyocytes from peroxide injury; H2O2 injury protection, ATPLite, 2 h; 360,000 tested, 0.63% active; protection from H2O2 cell death, % at 20 µM; AID 588492;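 active means compounds giving at least 50% protection of heart cells from peroxide-induced death in the single-dose screen, raw or plate-pattern-corrected value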;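 further: 0% = DMSO wells with peroxide and 100% = DMSO wells without peroxide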
CaV13 ICDI inh = Disruptors of the CACNA1D IQ motif to Ca2+-dependent inactivation inhibitor domain association, primary screening, Förster resonance energy transfer in intact living …. HEK cells, CFP/YFP FRET ICDI-IQ, plate reader, 10 min; percent FRET-ratio fall versus neutral wells. inhibition, % at 12.3 µM. 340,000 tested, 0.098% active;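 active means mean replicate inhibition of at least 30% and at least 1% of replicates passing that level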;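 further: 0% = median of the neutral control wells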
Glyco luc inh = blocks N-linked glycosylation in D54 reporter cells | reporter increase, % at 12.5 µM | D54 ERlucT glycosylation luciferase reporter, 24 h; percent of 100 nM tunicamycin response | 360,000 tested, 0.23% active;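 active means mean luciferase reporter signal, scaled so untreated is 0 and the glycosylation-blocking control 100, at or above a set limit in every replicate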;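 further: luciferase carries N-glycosylation sites so blocking glycosylation raises the light; 0% = median of neutral control wells and 100% = median of 100 nM tunicamycin wells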
MC4R antag cAMP = human MC4R antagonism in cAMP assay; inhibition, % at 6.5 µM; P32245; MC4R-expressing cells, MTII-stimulated cAMP, LANCE TR-FRET; 360,000 tested, 0.48% active; AID 540295;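 active means inhibition above its plate's cutoff, the mean of tested wells on that plate plus 3 SD, cut at about 29% in these data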;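 further: 0% = Melanotan II alone and 100% = Melanotan II plus saturating MCL0020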
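material = U2OS cells stably expressing human melanocortin 4 receptor (MC4R) | also added = Melanotan II challenge | dosing = single nominal compound dose of 6.5 µM | detection = TR-FRET with Eu-cAMP and labeled anti-cAMP, 671 nm | replication = singlicate | timing = compound 30 min, challenge 1 h, detection 1 h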
* = called active by the depositor; . = no result given.

SMILES	ABCB6 inh MLPCN	PDI inh	m5-HT2A agonist	MC4R barr agon	aDG glyco act	Vif imaging	Cardio protect	CaV13 ICDI inh	Glyco luc inh	MC4R antag cAMP
Cc1cc(OCC(=O)NCC(C)C)cc(C)c1Br	90	-2	-6	-2.5	0.0	-15	-5	-4	-1	7
CN(c1ccccc1)S(=O)(=O)c1cccc2ccccc12	102	-6	-2	-1.0	0.0	0	-8	-20	-4	14
Cc1ccc(C)c(N2CCN(C(=O)CCn3c(=S)[nH]c4cc5c(cc4c3=O)OCO5)CC2)c1	98	3	-1	-0.9	0.6	22	-2	-5	4	8
O=C(Nc1ccc(NC(=O)c2ccc3c(c2)OCCO3)cc1)c1ccccc1	92	4	-11	0.3	0.2	8	6	-4	-3	0
CCOc1ccc(S(=O)(=O)N2CCN(c3ccccc3F)CC2)c2cccnc12	94	14	-2	2.0	0.4	-6	-5	-19	0	-8
NC(=O)C1CCCN(C(=O)c2cccc(NC(=O)c3cccs3)c2)C1 (stereo not drawn)	99	9	3	-3.9	-0.3	-6	8	-1	2	9
CCn1ccnc1CN(C)C(=O)c1ccc2nc(Cc3ccc(OC)cc3)oc2c1	96	6	-10	-0.8	-0.2	1	0	-2	-2	23
O=C(NNC(=O)C1CCCC1)c1ccccc1F	103	-8	5	-2.1	-0.1	10	-1	-2	3	6
COC(CNC(=O)c1cc(S(=O)(=O)N2CCc3ccccc32)ccc1F)OC	98	5	8	-1.2	0.0	.	0	-3	0	5
CN(C(=O)Nc1ccc(Cl)cc1Cl)C1CCCC1	97	-5	0	0.3	-0.2	.	-2	-5	1	19
Cc1cc(C(=O)COC(=O)c2ccc[nH]c2=O)c(C)n1-c1ccccc1F	100	2	2	-1.0	0.0	-7	-14	-17	-8	11
COCC(C)N1CCC(n2nccc2NC(=O)CCOc2ccccc2)CC1 (stereo not drawn)	94	0	2	-3.7	0.0	1	-2	-10	0	3
O=C(Nc1nc2c(F)cc(F)cc2s1)c1ccco1	94	.	9	-0.2	0.1	6	-11	0	-6	4
N/C(=N\OC(=O)c1ccco1)c1ccccn1	97	-4	4	-1.7	-0.2	-10	-6	-14	-3	11
CCN(CC(=O)NCc1cccs1)C(=O)Cc1ccc(Cl)c(Cl)c1	102	0	-7	-1.4	0.0	-1	-1	-19	2	1
CCCCNC(=O)Nc1ccccc1Br	98	2	2	-1.6	0.1	7	-8	-5	-1	3
CC(C)CNc1cc(=O)n(C)c(=O)n1C	103	-1	4	-1.3	-0.3	7	-2	-5	2	-6
CCc1ccccc1NC(=O)CNC(=O)CNC(=O)c1cccs1	100	9	-3	-0.3	0.1	0	-4	-2	1	-8
COc1cc2cc(C)c(SCC(=O)N3CCOCC3)nc2cc1OC	95	14	5	0.7	0.0	.	3	.	-1	1
CC1Cc2ccccc2N1C(=O)CSc1nnc(CNc2ccccc2)o1 (stereo not drawn)	99	-2	3	-1.7	-0.1	2	-2	-3	1	0
CC1(C(=O)NCc2ccc(Cl)cc2)CCN1C(=O)c1cccc(F)c1 (stereo not drawn)	98	-3	1	-1.8	-0.1	2	-2	-4	0	-5
O=C(COC(=O)CN1C(=O)C2CCCCC2C1=O)NC1CCS(=O)(=O)C1 (stereo not drawn)	108	23	-2	-0.4	-0.2	-5	-1	-3	1	2
Oc1c(C=C2N=c3ccccc3=N2)sc(=S)n1C1CCCC1	99	-7	0	-2.2	-0.2	-12	0	-6	3	7
COc1cccc(C(=O)NCCS(=O)(=O)NCc2cccnc2)c1	100	-2	-7	-0.8	-0.3	-14	2	-2	1	20
COc1cc(/C=N/N(C)C)ccc1OC(=O)c1ccco1	94	3	3	1.8	-0.2	-7	0	-6	0	6
Cc1cccc(N2CC34C=CC(O3)C(C(=O)O)C4C2=O)c1 (stereo not drawn)	94	3	-1	-1.2	-0.2	9	-1	0	-1	-2
CC(C)NC(=O)c1cc(-c2ccco2)on1	96	-1	0	3.1	-0.1	3	3	-7	2	7
COc1ccc(N2CCN(S(=O)(=O)c3ccc4c(c3)OCCO4)CC2)cc1	99	4	0	1.3	-0.1	-1	-11	-6	-3	10
Cc1ccc([C@@H]2[C@@H]3C(=O)N(c4ccccc4)C(=O)[C@@H]3[C@]3(C)C(=O)N(Cc4ccccc4)CC(=O)N23)o1	101	-3	5	-0.6	-0.1	5	4	-10	-1	6
C#CCOC(=O)CCCC(=O)NCCCCCCCC	98	-2	10	1.7	0.4	8	-1	-1	5	-6
Cc1cc(C(=O)CCC(=O)NCC2COc3ccccc3O2)c(C)s1 (stereo not drawn)	106	6	2	-1.2	-0.2	-11	-2	-4	-1	0
O=C(c1ccc2c(=O)n3c(nc2c1)CCC3)N1CCN(S(=O)(=O)c2cccc(F)c2)CC1	95	3	2	-1.4	0.2	-3	9	-6	0	6
COC(=O)c1cc(-c2cccc(OC)c2)on1	87	-5	-1	-2.9	1.8	-5	-6	.	-2	15
CS(=O)(=O)Cc1ccc(C(=O)Nc2cccc(-c3nc4ccccc4[nH]3)c2)cc1	104	-2	-3	-0.4	-0.1	-4	40	-5	2	16
O=C(COc1ccccc1)N=C1SC2CS(=O)(=O)CC2N1c1ccccc1F (stereo not drawn)	96	6	-3	-1.1	-0.2	-4	-2	-2	-1	-2
Cc1ccc(C(C)NC(=O)c2ccco2)cc1C (stereo not drawn)	100	3	5	-3.3	0.5	-5	0	-8	-1	7
NC(=O)c1ccc(-c2nnn(CC(=O)N(C3CCCCC3)C3CCS(=O)(=O)C3)n2)cc1 (stereo not drawn)	104	-15	2	1.4	0.2	0	5	-3	3	7
CC(=O)N/C(=C\c1ccccc1)C(=O)OCC(=O)Nc1cc(S(=O)(=O)N(C)C)ccc1C	116	12	-3	-3.6	-0.1	.	-4	-4	1	2
CCCCCn1c(=O)[nH]c2cc(C(=O)NCc3ccco3)ccc2c1=O	88	-4	-4	0.0	0.2	-16	2	-4	-1	8
COc1ccc(-c2[nH]ncc2CN(C)CCCN2CCOCC2)cc1F	103	4	3	-0.3	-0.2	1	-2	-2	1	14
CC(NC(=O)c1ccc(F)cc1)c1ccc2c(c1)CCCC2 (stereo not drawn)	95	8	-3	-0.2	0.3	4	-35	-6	-3	0
COc1ccccc1NC(=O)CCN1C(=O)c2ccccc2C1=O	94	4	-2	-1.3	0.0	-1	-3	-4	-2	12
O=C(NCCNCc1cccs1)c1ccccc1F	98	-7	1	-3.1	0.4	-4	-1	-2	0	2
COc1ccc(NC(=O)C(C)N2C(=O)c3ccccc3S2(=O)=O)c(OC)c1 (stereo not drawn)	95	1	-3	-2.9	-0.1	-2	2	-5	1	5
Cc1nn(-c2cccc3cccnc23)c(=O)c2ccccc12	103	3	-2	0.9	-0.2	18	-2	-4	1	9
O=C(Nc1ccccc1)C1=C(O)CC(c2ccoc2)CC1=Nc1ccccc1 (stereo not drawn)	98	-11	1	-0.9	-0.1	3	-3	-7	0	14
Cc1ccc(OCC(=O)Nc2sc3c(c2C#N)CCC3)cc1	99	0	7	11*	0.0	1	-2	-10	1	3
CCCCC(=O)Nc1ccc(F)c(Cl)c1	101	8	3	-1.5	-0.3	-1	-1	-3	-1	-1
O=S1(=O)c2ccccc2C(O)(c2ccccc2)c2ccccc21	100	6	-6	-0.9	-0.1	-3	2	-8	-1	4
CCCn1nnc(NC(=O)c2ccc(Br)cc2)n1	91	-3	-1	1.8	-0.2	5	3	-10	-2	-5
COc1ccccc1C(=O)NNC(=O)c1ccc(NC(=O)c2ccccc2)cc1	100	4	-1	-1.2	-0.4	0	14	-2	-3	14
CC(O)c1cccc(NC2=CC(=O)CC(C)(C)C2)c1 (stereo not drawn)	64*	10	2	-2.0	-0.1	-4	0	-8	1	-7

In the list so far, these have fluorine.
SMILES	ABCB6 inh MLPCN	PDI inh	m5-HT2A agonist	MC4R barr agon	aDG glyco act	Vif imaging	Cardio protect	CaV13 ICDI inh	Glyco luc inh	MC4R antag cAMP
CCOc1ccc(S(=O)(=O)N2CCN(c3ccccc3F)CC2)c2cccnc12	94	14	-2	2.0	0.4	-6	-5	-19	0	-8
O=C(NNC(=O)C1CCCC1)c1ccccc1F	103	-8	5	-2.1	-0.1	10	-1	-2	3	6
COC(CNC(=O)c1cc(S(=O)(=O)N2CCc3ccccc32)ccc1F)OC	98	5	8	-1.2	0.0	.	0	-3	0	5
Cc1cc(C(=O)COC(=O)c2ccc[nH]c2=O)c(C)n1-c1ccccc1F	100	2	2	-1.0	0.0	-7	-14	-17	-8	11
O=C(Nc1nc2c(F)cc(F)cc2s1)c1ccco1	94	.	9	-0.2	0.1	6	-11	0	-6	4
CC1(C(=O)NCc2ccc(Cl)cc2)CCN1C(=O)c1cccc(F)c1 (stereo not drawn)	98	-3	1	-1.8	-0.1	2	-2	-4	0	-5
O=C(c1ccc2c(=O)n3c(nc2c1)CCC3)N1CCN(S(=O)(=O)c2cccc(F)c2)CC1	95	3	2	-1.4	0.2	-3	9	-6	0	6
O=C(COc1ccccc1)N=C1SC2CS(=O)(=O)CC2N1c1ccccc1F (stereo not drawn)	96	6	-3	-1.1	-0.2	-4	-2	-2	-1	-2
COc1ccc(-c2[nH]ncc2CN(C)CCCN2CCOCC2)cc1F	103	4	3	-0.3	-0.2	1	-2	-2	1	14
CC(NC(=O)c1ccc(F)cc1)c1ccc2c(c1)CCCC2 (stereo not drawn)	95	8	-3	-0.2	0.3	4	-35	-6	-3	0
O=C(NCCNCc1cccs1)c1ccccc1F	98	-7	1	-3.1	0.4	-4	-1	-2	0	2
CCCCC(=O)Nc1ccc(F)c(Cl)c1	101	8	3	-1.5	-0.3	-1	-1	-3	-1	-1

Sorted by the number under MC4R antag cAMP (descending): three from the list above
canonical_smiles	ABCB6 inh MLPCN	PDI inh	m5-HT2A agonist	MC4R barr agon	aDG glyco act	Vif imaging	CaV13 ICDI inh	Glyco luc inh	MC4R antag cAMP
COc1ccccc1C(=O)NNC(=O)c1ccc(NC(=O)c2ccccc2)cc1	100	4	-1	-1.2	-0.4	0	-2	-3	14
Cc1nn(-c2cccc3cccnc23)c(=O)c2ccccc12	103	3	-2	0.9	-0.2	18	-4	1	9
CCCn1nnc(NC(=O)c2ccc(Br)cc2)n1	91	-3	-1	1.8	-0.2	5	-10	-2	-5

High-throughput results: PubChem, several laboratories

Hits appear at their usual frequency; about 3.6% have a hit in one of these screens.
